TDP43 rescue: qHTS of TDP-43 Inhibitors. Potency, µM (highest dose often 46.1 µM), for the others: at the top dose growth rescue (activation), most hits filed as activators. 1.8% of 410,000 active. AID 652104, 2013. TDP-43 expressing yeast growth rescue, BacTiter-Glo, 24 h; further: potency means the concentration at half of the fitted maximal effect; % of control where 0% means no effect; nearly all actives have a fitted effect of over 50% in size
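Yeast expressing TDP-43 (pregrown in raffinose, seeded at OD600=0.02 in galactose medium) exposed to compounds 24 hr at 30 deg C. Growth read by BacTiter-Glo luminescence; rescue of toxicity appears as increased signal.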
KB-V1 MDR tox: qHTS assay for MDR1-selective chemotherapeutics: Primary screen using the drug-selected MDR subline cells KB-V1; KB-V1 MDR cells viability, CellTiter-Glo, 72 h; Potency, µM (series often up to 46.1 µM), without a hit: at the highest dose activity change, negative = cytotoxicity, actives largely listed as cytotoxic; 3.4% of 400,000 active; further: potency means the concentration at half of the fitted maximal effect; on the % scale 0 is the no-effect control and ±100 the full control effect; nearly all actives have a fitted effect of over 60% in size
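KB-V1, DMEM (no phenol red) + 10% FBS; cpd pin-transferred, titration series; 72 h, 37 degrees C; CellTiter-Glo, luminescence. Data normalized, curve-fit.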
D3 ag: qHTS of D3 Dopamine Receptor Agonist: qHTS; D3R DiscoveRx beta-arrestin cells, luminescence, 90 min; 0.58% of 410,000 active; max activation, %; D(3) dopamine receptor (Homo sapiens), P35462; in the data active means max activation above about 30%; further: 0% is about no effect; mostly tested at two doses, the higher about 12 µM
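Agonist-mode cell screen: cells plated at 1500/well and incubated overnight at 37 °C, then exposed to library compounds for 90 min at 37 °C. Detection reagent was added for 30–60 min at room temperature, and luminescence was read.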
PTHR1 agonist: qHTS for PTHR1 Agonists: Primary Screen; HEK293 GP2 PTHR1 cells, GloSensor cAMP luminescence, 1 h; 0.075% of 410,000 active; Parathyroid hormone/parathyroid hormone-related peptide receptor (Homo sapiens), Q03431; Potency, µM (titrated, usually from 115 µM), for inactives: at the highest dose activation, usual class: activators; further: potency means the concentration at half of the fitted maximal effect; nearly all actives have a fitted effect of over 55% in size; some results filed as inactive show a strong effect at the top dose; inactives centre near -15; many of its hits are not listed in these tables
Target sequence (Q03431 whole entry, looked up): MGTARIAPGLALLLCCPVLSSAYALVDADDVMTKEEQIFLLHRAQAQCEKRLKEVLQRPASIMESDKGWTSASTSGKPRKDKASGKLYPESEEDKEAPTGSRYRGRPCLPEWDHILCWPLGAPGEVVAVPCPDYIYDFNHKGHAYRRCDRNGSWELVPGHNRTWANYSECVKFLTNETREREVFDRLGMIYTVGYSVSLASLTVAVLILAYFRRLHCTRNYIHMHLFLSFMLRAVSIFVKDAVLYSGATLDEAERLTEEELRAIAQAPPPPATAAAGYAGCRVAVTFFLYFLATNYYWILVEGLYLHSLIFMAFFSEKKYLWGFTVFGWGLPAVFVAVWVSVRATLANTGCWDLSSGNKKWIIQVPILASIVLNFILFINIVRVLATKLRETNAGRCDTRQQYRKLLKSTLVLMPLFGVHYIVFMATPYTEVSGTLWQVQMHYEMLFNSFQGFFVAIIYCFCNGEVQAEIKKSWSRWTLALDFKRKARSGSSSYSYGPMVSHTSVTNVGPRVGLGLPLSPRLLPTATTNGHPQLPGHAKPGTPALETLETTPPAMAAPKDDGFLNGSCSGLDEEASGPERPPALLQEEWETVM
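HEK-293-derived GP2 cells expressing PTHR1 and a GloSensor cAMP reporter, 3,000/well, plated overnight, given luciferin plus IBMX (each 0.5 mM as added) for 1 h at 37 °C, then compound for 1 h at 37 °C. Luminescence was read after 15 min at room temperature.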
GLP-1R agonist: qHTS of GLP-1 Receptor Agonists; Glucagon-like peptide 1 receptor (Homo sapiens), P43220; HEK293 GLP-1R CRE-luciferase, luminescence, 4-6 h; cells express a hypersensitive GLP-1R form; Potency, µM (titrated, usually from 45.6 µM), for inactives: at the top dose activation, most hits filed as activators; 0.007% of 380,000 active; AID 624172, 2012; further: potency means the concentration at half of the fitted maximal effect; % of control where 0% means no effect
Target sequence (P43220 whole entry, looked up): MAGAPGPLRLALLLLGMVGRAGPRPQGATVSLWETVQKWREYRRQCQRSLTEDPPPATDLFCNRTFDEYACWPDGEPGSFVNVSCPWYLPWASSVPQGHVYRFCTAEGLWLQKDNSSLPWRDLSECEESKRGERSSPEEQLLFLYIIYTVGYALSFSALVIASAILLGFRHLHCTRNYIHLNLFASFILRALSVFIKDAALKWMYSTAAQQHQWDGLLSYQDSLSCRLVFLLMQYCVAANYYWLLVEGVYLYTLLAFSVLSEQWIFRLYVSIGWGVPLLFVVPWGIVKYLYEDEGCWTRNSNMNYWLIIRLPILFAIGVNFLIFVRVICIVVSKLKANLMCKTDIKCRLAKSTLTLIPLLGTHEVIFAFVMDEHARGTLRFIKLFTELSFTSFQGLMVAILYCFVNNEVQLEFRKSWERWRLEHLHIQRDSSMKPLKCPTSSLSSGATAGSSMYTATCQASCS
aSyn rescue: qHTS of alpha-syn Inhibitors; Yeast expressing alpha-synuclein, growth rescue, BacTiter-Glo, 24 h; 0.14% of 370,000 active; AID 652106, 2013; Potency, µM (series often up to 46.1 µM), for the others: at the highest dose growth rescue (activation), hits mostly activators; further: potency means the concentration at half of the fitted maximal effect; % of control where 0% means no effect; nearly all actives have a fitted effect of over 65% in size
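Rescue of yeast growth: cells expressing toxic alpha-synuclein, induced in galactose at OD600 0.02, incubated with compound 24 h at 30 C. ATP luminescence quantified growth; inhibitors of toxicity appear as activators.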
D3 antag: qHTS of D3 Dopamine Receptor Antagonist: qHTS; D3R cells, DiscoveRx beta-arrestin luminescence, antagonist mode; active compounds read low; max response, negative = inhibition, %; 2.5% of 360,000 active; AID 652054, 2013; in the data active means max response below about -50%; inconclusive means no clear call, values can overlap the other calls; further: on the % scale 0 is the no-effect control and ±100 the full control effect; mostly tested at two doses, the higher about 12 µM
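Cells plated overnight at 1500 cells/well, then exposed to library compounds with dopamine controls for 90 minutes at 37 degrees C. DiscoveRx reagent added for 30–60 minutes at room temperature; luminescence read, quantitative HTS format.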
GLP1R inv ag: qHTS of GLP-1 Receptor Inverse Agonists (Inhibition Mode) | Glucagon-like peptide 1 receptor (Homo sapiens), P43220 | HEK293 GLP-1R CRE-luciferase, luminescence, 24 h; GLP-1R form is constitutively active | Potency, µM (top dose mostly 38.3 µM), inactives show top-dose activity change, negative = inhibition, usual class: inhibitors | 1.6% of 410,000 active | AID 624417, 2012; further: potency means the concentration at half of the fitted maximal effect; on the % scale 0 is the no-effect control and ±100 the full control effect; nearly all actives have a fitted effect of over 55% in size
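GLP-1R inverse agonism mode: basal reporter luminescence in engineered HEK293 cells measured after one day of compound exposure at 37 deg C, with a 12 min room-temperature detection step.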
HEK293 tox: qHTS of GLP-1 Receptor Inverse Agonists: Cytotox Screen | HEK293 cAMP-luciferase reporter cells, luminescence, 24 h | 0.13% of 410,000 active | Potency, µM (series often up to 38.3 µM), without a hit: at the top dose activity change, negative = inhibition, most hits filed as inhibitors;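 further: loss of luciferase light is scored as toxicity; potency means the concentration at half of the fitted maximal effect; on the % scale 0 is the no-effect control and ±100 the full control effect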
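Luminescence readout: signal drop marks cytotoxicity. Plated cells grew 12 h at 37 °C, 5% CO2, received 23 nL compound for 24 h, then got luciferase reagent, read after 12 min at RT.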
* = called active by the depositor; i = inactive; ? = inconclusive; . = no result given; & = joins results of further samples; [ ] = another dose, or the depositor's remark. Unless noted, the call rests on the fitted dose curve; in most records, active means well fitted curve in the direction sought with a large enough effect; inconclusive means small, poorly fitted or top-dose-only effect, or another doubt; inactive means no such curve, though single readings can be large; an effect the other way counts as inactive or inconclusive.

SMILES	TDP43 rescue	KB-V1 MDR tox	D3 ag	PTHR1 agonist	GLP-1R agonist	aSyn rescue	D3 antag	GLP1R inv ag	HEK293 tox
CC/C=C/CC(=O)N[C@@H](c1ccccc1)[C@@H](O)C(=O)O[C@H]1C[C@@]2(O)[C@@H](OC(=O)c3ccccc3)C3[C@](C)(C(=O)[C@H](OC(C)=O)C(=C1C)C2(C)C)[C@@H](O)C[C@H]1OC[C@@]31OC(C)=O (some centres not stated)	11%	?	3	i	-1%	2%	12	-58%	-41%
CC(=O)OC1(c2ccccc2)CCN(C)C2CCCCC21 (configuration not stated)	-14%	-11%	-20	-1%[57.5 µM]	-1%	6%	-5	-28%	?
CCN(CC)Cc1c[nH]c2ccccc12	14%	-2%	-2	i	1%	7%	?	0%	-20%
CCC(CC)NC1CCCCC1OC (configuration not stated)	7%	20%	-4	i	4%	-1%	7	14%	4%
O=C(O)CC1OCC=C2CN3CCC45C6=CC(=O)C(=O)C([N+](=O)[O-])=C6NC4C1C2CC35 (configuration not stated)	-5%	0%&8%	-9	0%	-2%	-6%&2%	-8	-7%	-22%
COc1cc2cc(-c3ccc(OC)c(OC)c3C)nc(N)c2cc1OC	-2%	6.5µM*	-8	0%	?	-2%	?	?	?
CC(C)(C)c1ccc(/C=N/Nc2nncn2N)cc1	?	-4%	-5	-19%	-2%	-6%	?	-17%	?
C[C@]12CCC(=O)C=C1CCC1C2CC[C@@]2(C)C1CC[C@@]2(O)CC#N (some centres not stated)	19%	-24%	12	1%[57.5 µM]	2%	1%	-24	0%	13%
COC(=O)C1=C(c2ccc(F)cc2OCc2ccccc2)C[C@@H]2CC[C@H]1N2C(=O)NCc1ccc(OC)c(OC)c1	19%	-1%	-4	-11%	1%	-2%	20	?	14%
COc1ccc(CCN(C)Cc2ccc(F)cc2F)cc1OC	-10%	4%	-28	-14%[57.5 µM]	-1%	0%	-77*	2%	-11%
Cc1ccsc1C(=O)C1CCCN(Cc2ccc(O)cc2)C1 (configuration not stated)	12%	-29%	-34	i	4%	3%	-22	-9%	9%
C=CCCC1(C(C)C)C(=O)NC(=S)NC1=O	25%	-3%	-1	-12%	10%	0%	-10	2%	16%
CNC(=S)N(C)CCc1cc2c(c(OC)c1C=C1C(=O)NC(=O)NC1=O)OCO2	-8%[1.82 µM]	?	7	i	13%	-1%	0	2%	-18%
ClCCN(CCCl)c1ccc(-n2cnc3c(Cl)ncnc32)cc1	-16%	1%	-7	-25%	-3%	-7%	-21	?	?
CCc1ccc(C(=O)NCc2ccc(Cl)cc2Cl)cc1	-29%	?	-8	-22%	5%	0%	-3	?	-5%
CCC1C(c2ccccc2)NC(c2ccccc2)CC1(O)c1ccc(F)cc1 (configuration not stated)	-2%	-2%	-5	-22%	-6%	7%	-16	11µM*	?
Nc1c2c(nc3sc4c(c13)CCCCC4)CCCC2	2%	?	2	-29%	-2%	-4%	2	?	?
CCOC(=O)C1CCN(/C=C2/C(=O)NC(=O)N(c3ccc(OCC)cc3)C2=O)CC1	-14%	4%	8	i	-2%	-4%	4	-1%	6%
CC(CC(C#N)(c1ccccc1)c1ccccc1)N1CCCCC1 (configuration not stated)	-11%	-5%	-14	-1%	9%	-8%	-20	?	-2%
Cc1ccc(-c2cc(C(=O)N3CCC4(CC3)OCCO4)no2)cc1	?	0%	-5	-54%[inhibitor]	-1%	-3%	-4	13%	-1%
COc1ccc([C@@H](O)[C@@H](N)c2ccccc2)cc1	4%	-1%	10	-5%	7%	1%	0	16%	-7%
CSc1nc2ccc(C)cc2c(=O)n1-c1cccnc1	4%	11%	1	i	10%	13%	1	13%	-1%
COc1ccc(OC)c(NC2=NCCCS2)c1	8%	-21%	1	9%	0%	4%	1	30%[activator][7.66 µM]	-2%[7.66 µM]
COc1ccc(-n2c(C)nc3ccccc3c2=O)c([N+](=O)[O-])c1	21%	-8%	3	-7%	-3%	1%	4	-6%	-9%
COc1cc2c(cc1NC(=O)C(Cl)Cl)-c1ccc(NC(=O)C(Cl)Cl)cc1C2	12%	15µM*	-8	-26%	-5%	10%	?	8%	?

The results go on.
SMILES	TDP43 rescue	KB-V1 MDR tox	D3 ag	PTHR1 agonist	GLP-1R agonist	aSyn rescue	D3 antag	GLP1R inv ag	HEK293 tox
CCCNc1nc2c(c(=O)[nH]c(=O)n2C)n1Cc1ccc(F)cc1	11%	?	3	-23%	12%	3%	-7	65%[activator]	3%
Cc1ccc(C(=O)Nc2nc3ccccc3[nH]2)cc1	-11%	?	12	-41%[inhibitor]	-6%	-16%	-1	1.3µM*	-13%
Oc1cc(Cl)c(Cl)c(Cl)c1Cl	?	4%	9	-33%[inhibitor]	-2%	-52%[inhibitor]	5	?	-1%
Cc1ccc(/C=C2/C(=O)NC(=O)N(C)C2=O)cc1	-9%	0%	-8	i	-1%	8%	-7	-22%	?
Clc1cccc(N2CCNCC2)c1Cl	-8%	-18%	7	i	3%	-3%	-56*	?	3%
O=c1c2ccccc2nc(CNc2ccccc2)n1-c1ccccc1	-8%[1.82 µM]	0%	-5	i	8%	2%	2	25%	1%
COc1cccc(C(c2nnnn2-c2ccc3c(c2)OCCO3)N2CCC3(CC2)C(=O)NCN3c2ccccc2)c1OC (configuration not stated)	27%	?	5	0%	9%	9%	97	?	?
COc1cc(OC)c(OC)cc1/C=C1\C(=O)NC(=O)N(Cc2ccccc2)C1=O	14%	2%	8	-9%	-2%	3%	3	6%	7%
CCOC(=O)C1(CCOc2ccccc2)CCN(Cc2cnc(SC)nc2)CC1	-9%	?	8	-18%	7%	3%	-20	?	-20%
C=Cn1ccnc1P(=S)(c1ccccc1)c1nccn1C=C	-19%	-5%	3	i	2%	3%	19	-6%	-1%
CCCCC[C@@H]1CCCCC[C@@H](O)C[C@@H](O)[C@H](O)/C=C/C(=O)O1	0%	0%	6	-14%	1%	9%	9	-5%	2%
O=C1N(CN2CCOCC2)c2ccccc2C1(O)c1c[nH]c2ccccc12 (configuration not stated)	0%	-1%	-4	i	-1%	1%	-24	-9%	-5%
COc1ccc(C)cc1NC(=O)N(Cc1ccc2c(c1)OCO2)C1CCN(Cc2ccccc2)CC1	0%	-2%	-28	i	.	.	.	1%	4%
COc1cc2c(c(OC)c1O)-c1ccc(OC)c(=O)cc1C(NC(=O)C(F)(F)F)CC2 (configuration not stated)	-3%	?	-2	?	-3%	3%	?	-41%	11%
Cc1cc(C)n2c(Nc3ccc4c(c3)OCCO4)c(-c3cc4ccccc4o3)nc2n1	0%	?	3	-83%[inhibitor]	-3%	2%	17	?	4%
COC1=CC2C3Cc4ccc(OC)c(O)c4C2(CCN3C)CC1=O (configuration not stated)	7%	0%	-5	i	6%	-9%	1	-6%	-6%
N#CCCn1cc(C(=O)Nc2ccccc2Cl)c(-c2ccc([N+](=O)[O-])cc2)n1	1%	-2%	2	-3%	9%	2%	-13	-29%	-3%
Cc1nc(Nc2ccc(F)cc2)[nH]c(=O)c1CCC(C)C	9%	?	1	-41%[inhibitor]	-13%	4%	25	7.9µM*	?
CC(C)(C)P(=O)(NCc1ccccc1)c1ccccc1 (configuration not stated)	-12%	?	-7	-1%	0%	0%	6	13%	1%
COc1ccc(-c2nn(CCC#N)cc2C(=O)Nc2ccccc2Br)cc1	-9%	-2%	-11	-25%	15%	0%	-19	18%	-12%
Cc1cc(C)c2c(c1)cc(C)c1nnc(SCC(=O)Nc3cc(C)on3)n12	10%	0%	2	i	10%	4%	12	?	10µM*
CCCc1nc2ccccc2c(=O)n1-c1ccccc1OC	6%	12%	0	-1%[57.5 µM]	8%	-11%	9	?	-16%
Cn1c(O)c(Cc2cccc(Cl)c2Cl)c(=O)n(C)c1=O	25%	?	4	i	-4%	-3%	13	-28%	2%
COc1ccc(CCNC(=O)/C=C/c2ccc3ccccc3n2)cc1OC	?	18µM*	1	-12%	9%	4%	2	-1%	?
Cc1ccc(N2Cc3ccccc3C2=N)cc1[N+](=O)[O-]	-11%	17%	19	-7%	8%	-5%	2	-4%	0%

(list continues)
SMILES	TDP43 rescue	KB-V1 MDR tox	D3 ag	PTHR1 agonist	GLP-1R agonist	aSyn rescue	D3 antag	GLP1R inv ag	HEK293 tox
CC(=O)c1cn(Cc2ccc(F)cc2)c2ccccc12	?	?	-1	-80%[inhibitor]	1%	2%	?	?	-1%
O=C(c1ccccc1F)c1cn(CC(=O)N2CCOCC2)c2ccccc12	-26%	-13%	1	i	-4%	-7%	-6	7%	-4%
CN1CCCC(C(=O)c2ccccc2)C1 (configuration not stated)	-7%	15%	16	i	-10%	-1%	-22	0%	-5%
CC(C)Cn1cc(C(=O)N2CCC3(CC2)OCCO3)c2c3ccccc3n(C)c2c1=O	2%	?	5	5%[57.5 µM]	9%	13%	-8	0%	-6%
C=CCOc1c(Br)cc(/C=N/n2c(CC)n[nH]c2=S)cc1Br	21%	?	2	i	1%	2%	?	-16%	?
O=P(O)(O)Cc1ccccc1OP(=O)(c1ccccc1)c1ccccc1	-9%	23µM*	-1	?	-1%	-3%	?	0%	23%
CCC(=NCC1CCCO1)c1c(O)n(-c2ccc(OC)cc2)c(=O)[nH]c1=O (configuration not stated)	-25%	6%	-5	-4%	11%	-2%	-11	18%	0%
COc1cccc(N2C(=O)/C(=C/c3ccc(C)o3)C(=O)NC2=S)c1	?	0%	3	-2%	-5%	11%	-4	10%	-4%

Bioassay records deposited in PubChem BioAssay by National Center for Advancing Translational Sciences (NCATS).

This is a subset (hit frequency here may not be typical).
